High-throughput results deposited in PubChem by Vanderbilt High Throughput Screening Facility.
Cav32 inh: human Cav3.2 channel inhibition, primary screen. O95180. hit rate 4% among 100,000. B-score at 10 µM. Cav3.2-expressing cells, Fluo-4 calcium fluorescence FDSS; hits give low values;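 active = single-dose well whose peak fluorescence ratio is a statistical outlier from its plate by either plate-standardised score or position-corrected B-score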
Target sequence (O95180 whole entry, looked up): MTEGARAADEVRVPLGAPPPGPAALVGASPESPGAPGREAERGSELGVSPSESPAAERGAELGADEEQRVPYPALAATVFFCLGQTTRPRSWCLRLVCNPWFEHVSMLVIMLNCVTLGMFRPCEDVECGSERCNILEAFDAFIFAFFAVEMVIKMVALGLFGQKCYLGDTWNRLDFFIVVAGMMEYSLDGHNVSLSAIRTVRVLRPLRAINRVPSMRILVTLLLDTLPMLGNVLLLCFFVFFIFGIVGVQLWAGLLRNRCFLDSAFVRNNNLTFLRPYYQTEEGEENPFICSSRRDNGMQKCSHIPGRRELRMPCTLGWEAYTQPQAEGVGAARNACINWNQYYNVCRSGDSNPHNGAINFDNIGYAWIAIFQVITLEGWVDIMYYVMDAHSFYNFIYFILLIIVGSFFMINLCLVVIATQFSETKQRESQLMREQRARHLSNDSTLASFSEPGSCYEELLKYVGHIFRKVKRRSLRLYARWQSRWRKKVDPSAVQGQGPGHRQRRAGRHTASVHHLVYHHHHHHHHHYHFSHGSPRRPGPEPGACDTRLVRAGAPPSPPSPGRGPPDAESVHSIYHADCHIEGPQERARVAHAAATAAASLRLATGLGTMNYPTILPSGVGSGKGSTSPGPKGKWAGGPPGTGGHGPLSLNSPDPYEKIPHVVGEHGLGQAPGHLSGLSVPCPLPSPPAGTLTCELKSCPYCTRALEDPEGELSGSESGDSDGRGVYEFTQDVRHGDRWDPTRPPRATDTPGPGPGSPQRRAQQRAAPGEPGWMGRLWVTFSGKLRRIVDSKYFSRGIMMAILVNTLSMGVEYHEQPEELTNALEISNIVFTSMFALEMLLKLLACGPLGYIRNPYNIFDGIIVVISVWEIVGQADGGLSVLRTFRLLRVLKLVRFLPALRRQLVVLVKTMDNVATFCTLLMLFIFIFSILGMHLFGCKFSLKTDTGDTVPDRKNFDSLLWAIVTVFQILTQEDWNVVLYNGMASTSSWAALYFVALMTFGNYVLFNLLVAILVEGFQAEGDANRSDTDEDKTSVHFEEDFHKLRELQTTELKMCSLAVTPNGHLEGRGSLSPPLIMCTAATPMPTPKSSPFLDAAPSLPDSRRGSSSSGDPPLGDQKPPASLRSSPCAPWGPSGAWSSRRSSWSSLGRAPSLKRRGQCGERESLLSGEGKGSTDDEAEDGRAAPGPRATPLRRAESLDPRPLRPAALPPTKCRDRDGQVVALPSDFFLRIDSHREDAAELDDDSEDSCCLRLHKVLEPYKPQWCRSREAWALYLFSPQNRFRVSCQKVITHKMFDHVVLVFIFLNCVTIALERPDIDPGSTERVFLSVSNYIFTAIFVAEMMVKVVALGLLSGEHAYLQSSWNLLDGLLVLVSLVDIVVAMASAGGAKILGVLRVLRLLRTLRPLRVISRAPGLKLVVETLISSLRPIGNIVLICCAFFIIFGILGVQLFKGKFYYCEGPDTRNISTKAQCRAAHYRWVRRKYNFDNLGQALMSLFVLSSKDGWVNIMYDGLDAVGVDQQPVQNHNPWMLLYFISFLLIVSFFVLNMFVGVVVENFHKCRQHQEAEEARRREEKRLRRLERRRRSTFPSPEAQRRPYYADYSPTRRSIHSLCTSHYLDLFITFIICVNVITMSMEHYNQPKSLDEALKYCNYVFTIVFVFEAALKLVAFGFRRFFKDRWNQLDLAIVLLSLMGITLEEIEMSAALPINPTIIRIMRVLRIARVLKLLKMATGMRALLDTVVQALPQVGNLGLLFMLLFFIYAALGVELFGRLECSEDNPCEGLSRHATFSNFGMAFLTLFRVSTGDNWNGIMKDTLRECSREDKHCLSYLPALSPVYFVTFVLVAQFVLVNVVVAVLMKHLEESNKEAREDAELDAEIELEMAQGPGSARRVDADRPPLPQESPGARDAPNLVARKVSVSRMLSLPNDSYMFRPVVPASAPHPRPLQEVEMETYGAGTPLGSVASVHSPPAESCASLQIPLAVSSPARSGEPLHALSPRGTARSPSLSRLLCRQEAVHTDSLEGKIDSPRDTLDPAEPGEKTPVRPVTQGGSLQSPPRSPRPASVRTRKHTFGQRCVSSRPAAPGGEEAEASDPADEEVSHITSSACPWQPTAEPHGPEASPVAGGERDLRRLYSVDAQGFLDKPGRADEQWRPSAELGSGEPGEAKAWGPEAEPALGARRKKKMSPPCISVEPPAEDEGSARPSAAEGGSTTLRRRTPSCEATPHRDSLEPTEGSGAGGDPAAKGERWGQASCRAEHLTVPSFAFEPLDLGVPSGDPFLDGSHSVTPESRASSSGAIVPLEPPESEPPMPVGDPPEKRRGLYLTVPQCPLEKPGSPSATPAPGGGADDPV
* marks the source's active call; other numbers are inactive results; & = joins results of further samples. Only part of the results is shown; rates above refer to the full screens.

| mol | Cav32 inh |
| --- | --- |
| COCCNc1cc(C)nc2c(-c3ccccc3OC)c(C)nn12 | 1 |
| CC(=O)N1N=C(c2ccc(C)cc2)OC1c1ccc(C)cc1 (stereo not given) | 0.035 |
| CCCCc1ccc(NC(=O)CSCc2cc(=O)[nH][nH]2)cc1 | -0.71 |
| CCOC(=O)Nc1c(C(=O)OC)[nH]c2cc(OC)ccc12 | 0.34 |
| CCCc1cc(=O)[nH]c(/N=C(/NC(=O)c2ccccc2)Nc2ccc3c(c2)OCCO3)n1 | -0.093 |
| COc1ccccc1N1CCN(C(=O)C2CC=CCC2C(=O)O)CC1 (stereo not given) | 1.2 |
| O=C(NCCc1ccccc1)c1ccc(Cl)nc1 | -0.12 |
| CC(C)C(=O)Nc1cc(=O)[nH]c2ncnn12 | -0.055 |
| CCCCc1cc(=O)oc2cc(C)cc(OCc3nn[nH]n3)c12 | 0.11 |
| CCN(c1ccccc1)c1ncnc2c1cnn2-c1ccccc1 | 0.68 |
| CSc1ncc(Cl)c(C(=O)Nc2nnc(SC)s2)n1 | 0.97 |
| O=C(O)CCCC(=O)Nc1ccc(C(=O)NCc2cccnc2)cc1 | 1 |
| CCN(CC)CCNC(=O)c1ccc(NC(C)=O)cc1 | 1.3&0.5 |
| O=C(NCc1ccc2c(c1)OCO2)C1CC(=O)N(c2ccc(O)cc2)C1 (stereo not given) | -0.27 |
| CC(=O)Nc1c(C(=O)O)oc2ccccc12 | -0.82 |
| Cc1ccc(C(=O)/C=C/c2c[nH]c3ccccc23)cc1 | -1.1 |
| Cc1cc(C(=O)O)c2ccccc2n1 | -0.59 |
| O=C(NCC12CC3CC(CC(C3)C1)C2)c1nn2c(c1Cl)NC(c1ccco1)CC2C(F)(F)F (stereo not given) | 0.72 |
| S=C(Nc1ccc(Cl)cc1)N1CCN(C2CCCCC2)CC1 | 0.11 |
| CCN1C(=O)c2ccccc2S(=O)(=O)c2ccc(C(=O)N3CCOCC3)cc21 | 2.1 |
| COC(=O)C(NS(=O)(=O)c1ccc(NC(C)=O)cc1)C(C)C (stereo not given) | -0.2 |
| CC(NC(=O)CCCN1C(=O)c2ccccc2C1=O)c1ccc2c(c1)CCCC2 (stereo not given) | -4.2* |
| COc1cccc(CNCc2ccccn2)c1OC | 1.2 |
| CC(C(=O)NCCC1=CCCCC1)N1C(=O)c2ccccc2C1=O (stereo not given) | 0.95 |
| CC(c1ccccc1)n1cc(C(=O)NCCCn2ccnc2)nn1 (stereo not given) | 0.66 |
| Cc1noc(C)c1CSc1nc2cc(S(=O)(=O)N3CCOCC3)ccc2o1 | 0.68 |
| O=C(CS(=O)CC(=O)Nc1cccc2c1CCCC2)Nc1ccc(F)cc1 (stereo not given) | -2.5 |
| Cc1ccccc1NC(=O)CN(C)S(=O)(=O)c1cccc2cccnc12 | 0.017 |
| O=C(Cn1cncn1)NCc1ccccc1Br | -0.94 |
| CC(C)C(C(=O)NCc1ccco1)N(C(=O)CNS(=O)(=O)c1ccc(Cl)cc1)C1CCCC1 (stereo not given) | -7.3* |
| O=C(NCc1cccnc1)c1cccc(Cl)c1 | -0.39 |
| CCCCOC(=O)n1c(SCC(=O)N(CC)CC)nc2ccccc21 | -3.1 |
| Fc1cc2nccnc2cc1N1CCSCC1 | -0.062 |
| CCC(=O)c1ccc(N2CCN(C(=O)COc3ccc(F)cc3)CC2)c(F)c1 | -0.62 |
| CC1(C)CC(=O)c2cn3c(nc2C1)nc1ccccc13 | 1.6 |
| CCCOc1ccc(-c2nc(C#N)c(N3CCc4ccccc4C3)o2)cc1 | -1.8 |
| COc1cc(NC(=O)CSc2nnc(-c3ccncc3)n2C2CCCCC2)ccc1NC(=O)c1ccco1 | 0.52 |
| O=C(CN(c1ccccc1)S(=O)(=O)c1ccccc1)NCCSc1nc2ccccc2s1 | 0.87 |
| COC(=O)C1=C(CSCc2ccccc2)NC(=O)NC1c1cc(C)ccc1C (stereo not given) | 0.038 |
| CNc1nnc(CSc2nc(C)cc(C)n2)s1 | 0.04 |
| CCO[C@H]1OC(C(=O)NCc2nc3ccccc3[nH]2)=C[C@@H](c2ccc(C(F)(F)F)cc2)[C@@H]1CCCO | -2.3 |
| O=C(Nc1ccc(Br)cc1)C(c1ccccc1)c1ccccc1 | 0.046 |
| O=C(c1ccccc1)N1CCN(CC#Cc2ccccc2)CC1 | 1.3 |
| CC1(C)Cc2c(sc3c2C(=O)N(c2ccccc2)C2=NCCCN23)CO1 | 1.2 |
| Cc1ccc(P(=O)(OCCN2CCOCC2)C(C)(C)C)o1 (stereo not given) | 0.52 |
| CCn1c(SCC(=O)Nc2ccc3c(c2)OCCO3)nnc1-c1cccs1 | -0.33 |
| O=C(CCc1nc(-c2ccccc2F)no1)NCCc1ccccc1Cl | -7.8* |
| COc1ccc(C)cc1NC(=O)CN1CCN(S(=O)(=O)c2ccc(Br)cc2)CC1 | 0.41 |
| Nc1cc(-c2ccccc2)nn1S(=O)(=O)c1ccc(F)cc1 | -7.2* |
| O=C(NCc1ccc2c(c1)OCO2)c1cccc([N+](=O)[O-])c1 | 0.34 |
| O=C(Nc1ccc(Cl)cc1C(=O)Nc1ccccn1)c1ccco1 | 0.08 |
| Cc1c(-c2cccs2)[n+](=O)c2c(n1[O-])CCC2 | 1.1 |
| CCN(CC)CCCNc1oc(-c2ccc(OC)c(OC)c2)nc1C#N | 0.43 |
| COc1ccc(C(=O)/C=C/c2ccc(OC)c(COc3ccc(F)cc3)c2)cc1 | -2.6 |
| O=C(NCc1ccccn1)c1cc2cc(Br)ccc2oc1=O | -1.5 |
| COc1ccc(C(CNC(=O)COc2ccccc2C#N)N2CCOCC2)cc1 (stereo not given) | 0.45 |
| Cc1ccc(C)c2[nH]c(=O)c(C(c3nnnn3C3CCCC3)N3CCOCC3)cc12 (stereo not given) | 0.026 |
| CCn1c(SCC(=O)Nc2nc(C)c(C)s2)nnc1-c1cccnc1 | 0.35 |
| CC1CCCCC1NS(=O)(=O)c1ccc(-n2cnnn2)cc1 (stereo not given) | -0.63 |
| Cn1c(Cc2ccccc2)nnc1SCC(=O)N1CCN(c2ccccc2)CC1 | 0.23 |

Next entries follow:
| mol | Cav32 inh |
| --- | --- |
| CN1CCN(CCCNC(=O)c2cc3c(=O)n(C)c4ccccc4c3s2)CC1 | -0.2 |
| Cc1ccc(-n2c(SCC(=O)NCc3ccco3)nnc2-c2cccnc2)cc1 | 0.93 |
| COc1ccc(C(=O)/C=C/c2ccc(O)cc2)cc1 | 1.1 |
| COc1cc(OC)c(C2N(C)c3ccccc3N2C)cc1OC | -0.15 |
| CCCNC(=O)Cn1cccc1C(=O)c1ccccc1 | 0.96 |
| Clc1ccc2nc(CN3CCCc4ccccc43)cn2c1 | -2.4 |
| COc1cc(NC(=O)c2ccco2)c(OC)cc1NC(=O)Nc1cccc(Cl)c1 | -0.038 |
| CCOc1ccc2nc(NC(=O)C3CCCN(S(=O)(=O)c4cccs4)C3)sc2c1 (stereo not given) | -1.6 |
| Cn1c(C(=O)NCC2CCCO2)cc2c(=O)[nH]c3ccccc3c21 (stereo not given) | 0.62 |
| O=C(NC1CC1)c1cc(F)c(F)cc1Cl | -0.019 |
| CC1CSc2nnc(CCc3ccccc3)n21 (stereo not given) | 0.51 |
| COc1cccc(NC(=O)Cn2cnc3sc(C)c(S(=O)(=O)N4CCN(C)CC4)c3c2=O)c1 | 0.094 |
| [O-]/[N+](=C/c1cccnc1)c1ccc(Br)cc1 | -1.2 |
| CCOC(=O)c1sc(N(C)C(C)=O)nc1C | -0.0057 |
| CCCSC1=N/C(=C\c2ccsc2)C(=O)S1 | 1.1 |
| CS(=O)(=O)n1nc(-c2ccccc2)nc1N | -0.53 |
| CSc1nnc(-c2ccccc2N=Cc2c(C)[nH]n(-c3ccc4ccccc4c3)c2=O)c(=O)[nH]1 | -0.17 |
| Cn1c(COc2ccccc2)nnc1SCc1cc(=O)[nH]c2ccccc12 | 1.1 |
| CC(=O)Nc1ccccc1C(=O)N1CCc2ccccc21 | -0.013 |
| O=C(/C=C/Nc1cccc(F)c1)c1ccco1 | -0.55 |
| COC(=O)c1sccc1-n1cccc1C(=O)C(=O)N1CCCC1 | 0.077 |
| O=C(c1ccc(Cl)cc1Cl)c1ncc(C(F)(F)F)cc1Cl | 0.75 |
| COC(=O)COc1ccc(S(=O)(=O)NCC2CCCO2)cc1Cl (stereo not given) | 1.9 |
| Cc1cccc(NC(=O)c2cnc3n(c2=O)CCS3)c1 | 0.79 |

No new results follow: 3 of the compounds above.
| mol | Cav32 inh |
| --- | --- |
| O=C(c1ccc(Cl)cc1Cl)c1ncc(C(F)(F)F)cc1Cl | 0.75 |
| COC(=O)COc1ccc(S(=O)(=O)NCC2CCCO2)cc1Cl (stereo not given) | 1.9 |
| Cc1cccc(NC(=O)c2cnc3n(c2=O)CCS3)c1 | 0.79 |

Continuation:
| mol | Cav32 inh |
| --- | --- |
| COc1cc(C2C3C(=O)N(c4ccc(F)cc4)C(=O)C3ON2c2ccccc2)ccc1O (stereo not given) | 0.47 |
| Cn1c(=O)c2c(nc(NCCCO)n2C/C=C/c2ccccc2)n(C)c1=O | 0.39 |
| O=C(O)C1CCN(C(=O)c2ccc(Cl)cc2)CC1 | 0.38 |
| Cc1ccc(-c2nc(=S)c3c(n2CC2CCCO2)CC(C)(C)OC3)cc1 (stereo not given) | 0.25 |
| COc1ccc(-c2nc(C#N)c(N3CC(C)OC(C)C3)o2)cc1OC (stereo not given) | 0.56 |
| C=C1CN(Cc2ccccc2)S(=O)(=O)c2ccccc21 | -2.3 |
| O=C(NC1(C(F)(F)F)NC(=O)N(Cc2ccccc2)C1=O)c1cccnc1 (stereo not given) | 0.14 |
| COc1ccc2c(c1OC)C(=O)OC2CC(=O)c1ccc(O)c(O)c1 (stereo not given) | 0.48 |
| O=c1oc2ccccc2nc1/C=C(O)/C=C\c1ccccc1 | 0.14 |
| CCOc1cc(/C=N/NC(=O)CN2CCOCC2)ccc1OCc1ccc(Cl)cc1 | 0.52 |
| COC(=O)C(Cc1ccc(OC(=O)c2ccc(Cl)cc2)cc1)N1Cc2ccccc2C1=O (stereo not given) | 0.67 |
| O=C(Nc1ccc2oc(-c3ccccc3)nc2c1)c1cccs1 | 0.04 |
| CCCS(=O)(=O)N1CCN(Cc2ccccc2C(F)(F)F)CC1 | 0.83 |
| COc1ccc(CNC(=O)C2CCN(S(=O)(=O)c3c(C)n[nH]c3C)CC2)cc1 | 0.42 |
| COC(=O)c1[nH]c2ccc(Cl)cc2c1NC(=O)CN1CCC(C(N)=O)CC1 | -0.19 |
| O=C(N/N=C/C1CCCCC1)c1cc(Cl)ccc1O | -0.18 |
| COc1ccc(C(=O)Nc2nc(-c3cccs3)cs2)cc1 | -8.9* |
| CCC(C)(C)NC(=O)C(c1cccn1C)N(Cc1ccc(OC)cc1)C(=O)Cn1nnc2ccccc21 (stereo not given) | -1.1 |
| Cc1cc2c(cc1C)CSC(c1ccccc1OC(=O)C(C)C)SC2 | -0.016 |
| NC(=O)c1ccc(C2SCC(=O)N2Cc2ccccc2)cc1 (stereo not given) | 1.4 |
| CC(C)CC(=O)NC(NCC1CCCO1)C(Cl)(Cl)Cl (stereo not given) | 0.34 |
| Cc1ccc(C)c(N(C(=O)CCC(=O)Nc2cc(C)on2)C(C(=O)NC2CCCC2)c2ccco2)c1 (stereo not given) | -2.3 |
| CCSc1nnc(NC(=O)c2csc(C)c2)s1 | 0.32 |
| Cc1ccc(Nc2nc(Oc3ccc(OCc4ccccc4)nn3)nc(N3CCOCC3)n2)cc1 | -0.65 |

Taken from above:
Cav32 inh result of CC(C)CC(=O)NC(NCC1CCCO1)C(Cl)(Cl)Cl (stereo not given) reads 0.34
Cav32 inh result of CCCS(=O)(=O)N1CCN(Cc2ccccc2C(F)(F)F)CC1 reads 0.83
Cav32 inh result of Cc1ccc(C)c(N(C(=O)CCC(=O)Nc2cc(C)on2)C(C(=O)NC2CCCC2)c2ccco2)c1 (stereo not given) reads -2.3
Cav32 inh result of COc1ccc(C(=O)Nc2nc(-c3cccs3)cs2)cc1 reads -8.9*
Cav32 inh result of CCC(C)(C)NC(=O)C(c1cccn1C)N(Cc1ccc(OC)cc1)C(=O)Cn1nnc2ccccc21 (stereo not given) reads -1.1
Cav32 inh result of Cc1ccc(Nc2nc(Oc3ccc(OCc4ccccc4)nn3)nc(N3CCOCC3)n2)cc1 reads -0.65

(cont.)
| mol | Cav32 inh |
| --- | --- |
| C=C1CCN([C@@H](CC(C)C)C(=O)NCCC(C)C)S(=O)(=O)c2ccccc21 | -1.6 |
| CCCOc1ccc(CSc2nnc(CCC)n2N)cc1 | 0.9 |
| CCC(C)(C)n1nnnc1C(c1ccccc1)N1CCc2ccccc2C1 (stereo not given) | -4.9 |
| C=CCn1c(CSc2nc3ccccc3s2)nnc1SCC(=O)OCC | 0.03 |
| Cc1cc(C)nc(NS(=O)(=O)c2ccc(NC(=S)NC(=O)C3CCCC3)cc2)n1 | -0.046 |
| COC(=O)C1=C(N)Oc2cc(C)n(CC3CCCO3)c(=O)c2C1c1ccc(Cl)cc1 (stereo not given) | -3.1* |
| COc1cccc(NC(=O)Cn2cnc3sc(C)c(S(=O)(=O)N4CCCCC4)c3c2=O)c1 | -1.2 |
| Clc1ccc(CSc2nnc([C@@H]3CCCN3)o2)cc1Cl | -0.18 |
| COC(C[C@H]1O[C@@H]1[C@@H](O)COCc1ccccc1)OC | 0.52 |
| C=CCN(CC=C)c1nc2ccccc2nc1C(C#N)C(=O)OCCOC (stereo not given) | -3 |
| CCn1c(CNc2ccc(Cl)cc2)nnc1SCc1ccc(Cl)cc1 | -3.5* |
| CC1CCN(C(=S)NC2CCCCC2)CC1 | 0.94 |
| O=C(Nc1c(C(=O)N2CCOCC2)cnn1-c1ccccc1Cl)c1ccco1 | 0.02 |
| COC(=O)c1ccsc1NC(=O)CN1CCN(c2ccc(F)cc2)CC1 | -0.81 |
| COC(=O)c1ccccc1N(C)C(=O)C12CCC(C)(C(=O)O1)C2(C)C (stereo not given) | -0.11 |
| O=C(Nc1ccc2c(c1)OCO2)c1ccc(Br)o1 | -0.84 |
| Cc1ccc(Cn2nnc(C(=O)Nc3cc(C)ccc3C)c2N)cc1 | -0.057 |
| CC(=O)N1C(=O)C2(C(C#N)=C(N)Oc3cc(C)oc(=O)c32)c2ccccc21 (stereo not given) | -0.29 |
| COc1ccc2c(c1)c(C(=O)CN1CCOCC1)c(C)n2C | 0.068 |
| COc1cccc(CC(NC(C)=O)C(=O)NC2CCN(c3nc(C)cc(C)c3C#N)CC2)c1 (stereo not given) | 2 |
| C=CCn1c(N)cc(=O)nc1SCC(=O)NC(C)c1ccccc1 (stereo not given) | 0.61 |
